# AMA1 RON2 block: qHTS for Inhibitors of AMA1-RON; Towards Development of Antimalarial Drug Lead: Primary Screen; Plasmodium falciparum AMA1 (3D7) - RON2 peptide interaction; AlphaScreen AMA1-biotinylated RON2 peptide binding; Potency, µM (series often up to 58.2 µM), inactives show at the highest dose activity change, negative = inhibition, usual class: inhibitors; hit rate 0.2% among 360,000; AID 720542, 2013;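 further: potency means the concentration at half of the fitted maximal effect; 0% = vehicle wells and -100% = peptide control; nearly all actives have a fitted effect of over 45% in size; some results filed as inactive show a strong effect at the top dose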
#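 AMA1 (3D7) with his tag at 25 nM final met compounds first, then biotinylated RON2 peptide at 25 nM; detection used donor plus acceptor beads, 10 µg/mL apiece, read by AlphaScreen after 30 min at room temperature.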
# TbPYK inhibitor: qHTS of Trypanosoma Brucei Inhibitors; pyruvate kinase (Trypanosoma brucei), Q57TT1; TbPYK enzyme, Kinase-Glo Plus ATP luminescence, 45 min; Potency, µM (highest dose often 76.8 µM), for inactives: at the highest dose activity, negative = inhibition, most hits filed as inhibitors; hit rate 0.12% among 410,000; further: potency means the concentration at half of the fitted maximal effect; nearly all actives have a fitted effect of over 50% in size
#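 Activity of T. brucei pyruvate kinase was followed by Kinase-Glo Plus luminescence after the enzyme reacted 45 min at room temperature with 130 uM ADP (final) and substrate. Test compounds were added before ADP at multiple concentrations.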
# LmPK inhibitor: qHTS Assay for Inhibitors of Leishmania Mexicana Pyruvate Kinase (LmPK) | Potency, µM (highest dose often 57.5 µM), for the others: top-dose activity change, negative = inhibition, most hits filed as inhibitors | hit rate 0.37% among 290,000 | purified LmPK, Kinase-Glo ATP luminescence, 1 h | Q27686; further: potency means the concentration at half of the fitted maximal effect
# Target sequence (Q27686 whole entry, looked up): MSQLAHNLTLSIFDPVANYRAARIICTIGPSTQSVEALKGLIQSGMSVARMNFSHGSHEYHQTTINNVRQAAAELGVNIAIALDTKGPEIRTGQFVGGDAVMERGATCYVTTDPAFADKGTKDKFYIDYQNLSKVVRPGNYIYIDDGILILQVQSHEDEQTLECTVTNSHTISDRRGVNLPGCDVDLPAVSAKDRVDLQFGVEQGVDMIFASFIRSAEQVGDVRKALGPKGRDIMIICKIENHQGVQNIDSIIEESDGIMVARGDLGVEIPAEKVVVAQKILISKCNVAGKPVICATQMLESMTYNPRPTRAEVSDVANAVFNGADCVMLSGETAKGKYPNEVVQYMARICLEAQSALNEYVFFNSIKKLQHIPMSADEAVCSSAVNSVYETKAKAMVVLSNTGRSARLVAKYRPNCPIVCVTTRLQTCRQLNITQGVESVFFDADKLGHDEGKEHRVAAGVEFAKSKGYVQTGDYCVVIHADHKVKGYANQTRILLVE
#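 0.1 nM LmPK, 0.5 mM PEP, 0.1 mM ADP; 50 mM imidazole pH 7.2, 7 mM MgCl2, 50 mM KCl; 1 h RT. Kinase-Glo luminescence readout, normalized to no-enzyme (full inhibition) and uninhibited wells.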
# Sm TGR inh: qHTS Assay for the Inhibitors of Schistosoma Mansoni Peroxiredoxins | Schistosoma mansoni thioredoxin glutathione reductase (TGR), Q962Y6 | purified TGR, DTNB reduction, TNB absorbance 405 nm | Potency, µM (highest dose often 114 µM), inactives show top-dose activity change, negative = inhibition, hits mostly inhibitors | hit rate 3% among 360,000 | AID 485364, 2010; further: potency means the concentration at half of the fitted maximal effect; nearly all actives have a fitted effect of over 60% in size
#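 Kinetic colorimetric format: TGR-catalysed, NADPH-driven DTNB reduction monitored via TNB absorbance. Enzyme dispensed at 20 nM; compound exposure 15 min at room temperature before reaction start.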
# AmpC inh detg: qHTS Inhibitors of AmpC Beta-Lactamase (assay with detergent); Potency, µM (doses to about 114 µM), without a hit: at the highest dose activity change, negative = inhibition, usual class: inhibitors; AmpC hydrolysis of nitrocefin, absorbance 480 nm, 0.01% Triton; hit rate 0.041% among 370,000;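 further: potency means the concentration at half of the fitted maximal effect; 0% = no-compound wells and -100% = no-enzyme wells; nearly all actives have a fitted effect of over 25% in size; some results filed as inactive show a strong effect at the top dose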
# Target sequence (P00811 whole entry, looked up): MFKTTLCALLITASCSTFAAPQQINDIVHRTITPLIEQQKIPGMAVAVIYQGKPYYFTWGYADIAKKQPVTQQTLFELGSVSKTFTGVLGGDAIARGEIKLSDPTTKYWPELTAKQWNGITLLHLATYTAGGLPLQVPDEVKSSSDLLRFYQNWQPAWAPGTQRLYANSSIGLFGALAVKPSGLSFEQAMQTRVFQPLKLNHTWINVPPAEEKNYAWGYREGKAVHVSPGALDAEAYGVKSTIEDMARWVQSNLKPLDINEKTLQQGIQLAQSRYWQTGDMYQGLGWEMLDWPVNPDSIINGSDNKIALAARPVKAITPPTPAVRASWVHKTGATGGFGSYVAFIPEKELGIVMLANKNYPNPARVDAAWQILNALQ
#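 AmpC (5.3 nM in the dispensed reagent) in 20 mM phosphate pH 7.0 with 0.01% (detergent screen) or 0.0001% Triton X-100 was preincubated with compounds for 15 min at room temperature. Nitrocefin was then added from an 800 uM solution, and hydrolysis was followed at 480 nm.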
# AmpC inh no detg: qHTS Inhibitors of AmpC Beta-Lactamase (assay without detergent); P00811; AmpC nitrocefin hydrolysis, absorbance 480 nm, 0.0001% Triton; Potency, µM (series often up to 57.1 µM), for the others: top-dose activity change, negative = inhibition, actives largely listed as inhibitors; hit rate 0.52% among 330,000;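 further: potency means the concentration at half of the fitted maximal effect; plate controls were no compound for no effect and no enzyme for full effect; nearly all actives have a fitted effect of over 20% in size; some results filed as inactive show a strong effect at the top dose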
#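 AmpC (5.3 nM in the dispensed reagent) in 20 mM phosphate pH 7.0 with 0.01% (detergent screen) or 0.0001% Triton X-100 was preincubated with compounds for 15 min at room temperature. Nitrocefin was then added from an 800 uM solution, and hydrolysis was followed at 480 nm.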
# HCMV antiviral: qHTS Assay for inhibitors of the human cytomegalovirus (HCMV). HFF cells, HCMV-luciferase reporter, 72 h; active compounds read low. activity change, negative = inhibition, % at 57.5 µM. hit rate 4.5% among 410,000. AID 1259415, 2018; in the data active means activity change below about -60%; inconclusive means no clear call, values can overlap the other calls; inactive means above about -39%
#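 Compounds were evaluated in HFFs infected with an HCMV luciferase reporter virus (MOI 1 PFU/cell). Luciferase in lysates collected 72 h post infection served as the replication measure.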
# * hit, by the source's call; ? = inconclusive; . = not tested or not shown; & = joins results of further samples; [ ] = remark or other dose. Unless noted, the call rests on the fitted dose curve; in most records, active means well fitted curve in the direction sought with a large enough effect; inconclusive means small, poorly fitted or top-dose-only effect, or another doubt; inactive means no such curve, though single readings can be large; an effect the other way counts as inactive or inconclusive. Unless noted, on the % scale 0 is the no-effect control and ±100 the full control effect.
# The opening 6 records, ahead of the listing:
molecule,AMA1 RON2 block,TbPYK inhibitor,LmPK inhibitor,Sm TGR inh,AmpC inh detg,AmpC inh no detg,HCMV antiviral
Cc1nn2c(NCCCN3CCOCC3)c3c(nc2c1-c1ccccc1)CCC3,2%,?,1%,6%,-3%,103%[activator],16
Brc1ccccc1OCCOc1cccc2cccnc12,7%,-11%,2%,-3%,?,11%[2.29 µM],-10
O=C1CN(C(=O)COc2ccc(Cl)cc2)C(c2ccc(F)cc2)c2cc(Br)ccc2N1 (stereo not given),.,-3%,.,-2%,7%,.,-12
CC(=O)[C@H]1CCC2C3CC[C@H]4C[C@@H](O)CC[C@]4(C)C3CC[C@@]21C (stereo not given in full),-20%,-24%,.,.,.,-16%,2
CN1Cc2c(c(C#N)c(N)n(C)c2=S)CC1(C)C,31%[activator],-18%,2%,?,-1%,-9%,.
COCCn1c(C)cc(/C=C2/NC(=O)N(c3cccc(Cl)c3)C2=O)c1C,-18%,1%,-1%,-25%,-12%,8%,-66*

# The whole of this part, previewed entries included:
molecule,AMA1 RON2 block,TbPYK inhibitor,LmPK inhibitor,Sm TGR inh,AmpC inh detg,AmpC inh no detg,HCMV antiviral
Cc1nn2c(NCCCN3CCOCC3)c3c(nc2c1-c1ccccc1)CCC3,2%,?,1%,6%,-3%,103%[activator],16
Brc1ccccc1OCCOc1cccc2cccnc12,7%,-11%,2%,-3%,?,11%[2.29 µM],-10
O=C1CN(C(=O)COc2ccc(Cl)cc2)C(c2ccc(F)cc2)c2cc(Br)ccc2N1 (stereo not given),.,-3%,.,-2%,7%,.,-12
CC(=O)[C@H]1CCC2C3CC[C@H]4C[C@@H](O)CC[C@]4(C)C3CC[C@@]21C (stereo not given in full),-20%,-24%,.,.,.,-16%,2
CN1Cc2c(c(C#N)c(N)n(C)c2=S)CC1(C)C,31%[activator],-18%,2%,?,-1%,-9%,.
COCCn1c(C)cc(/C=C2/NC(=O)N(c3cccc(Cl)c3)C2=O)c1C,-18%,1%,-1%,-25%,-12%,8%,-66*
O=C(COC(=O)c1ccc([N+](=O)[O-])cc1)NC12CC3CC(CC(C3)C1)C2,-8%,2%,.,.,.,-21%,-8
Cc1nc(SCc2ccc(O)c([N+](=O)[O-])c2)c([N+](=O)[O-])[nH]1,14%,?,?,40µM*,-1%,-38%,-33
Cc1nnc2n1-c1ccc(Br)cc1C(c1ccccc1Cl)=NC2,0%,-8%,0%,7%,-18%,37%,79
C[C@H]1CN([C@@H](C)CO)C(=O)CCCn2cc(nn2)CO[C@@H]1CN(C)S(=O)(=O)c1cccc(F)c1,18%,8%,.,.,.,.,-11
O=C(NC(=S)NC1CCCCCCCCCCC1)c1cccnc1,-6%,1%,6%,9%,-9%,-19%,6
O=c1oc(CCCO)cc2ccc(/C=C/c3cccc([N+](=O)[O-])c3)cc12,-9%,3%,.,-8%,-6%,-7%,3
CCC(=O)Nc1ccc(C(=O)NNC(=O)C2CCCCC2)cc1,10%,-4%,-13%,-26%,-12%,-10%,-15
CCN(CC)C(=S)SCC(=O)c1ccc(Br)cc1,7%,3%,0%,0%,-2%,-2%,41
CCOC(=O)Nc1ccc2c(c1)N(C(=O)CN(C)C)c1ccccc1S2,0%,5%,.,.,.,.,4
CN(C)S(=O)(=O)c1cccc(NC(=O)c2sccc2-c2ccccc2)c1,3%,-10%,1%,4%,1%,-21%,-12
CC1=Nc2cc(C(=O)NC3CCC(C)CC3)ccc2Sc2c(C)ccc(C)c21 (stereo not given),.,2%,.,5%,1%,.,.
C=C(c1ccccc1Cl)[n+]1ccccc1,21%,10%,2%,-4%,-4%,-11%,-60*
COc1cc(C23CCCN(CCC(C(C)(C)C)C2)C32OCCO2)cc(OC)c1OC (stereo not given),-28%,2%,.,.,.,.,-31
CC(=O)CC(=O)NC1CCc2ccccc21 (stereo not given),-21%,-1%,.,.,.,.,11

# The list continues:
molecule,AMA1 RON2 block,TbPYK inhibitor,LmPK inhibitor,Sm TGR inh,AmpC inh detg,AmpC inh no detg,HCMV antiviral
Cc1cc2cc(CN(CCN3CCOCC3)C(=O)Nc3ccccc3F)c(=O)[nH]c2cc1C,2%,11%,-6%,-29%,7%,154%[activator],1
CC(=O)Nc1ccc(OCC(O)CN2CCN(c3ccc(C)c(Cl)c3)CC2)cc1 (stereo not given),-29%,-9%,4%,1%,-9%,76%[activator],?
COC(=O)[C@H](CCSC)NC(=O)Cn1cnc2c(OCc3ccccc3)ncnc21,2%,-4%,.,.,.,25%,-20
Cc1nc2ccc(-c3nc4cc(N)ccc4o3)cc2[nH]1,-5%,-1%,?,-25%,-13%,-12%,46
CCOC(=O)N1CCC(NC(=O)c2cc(C(=O)NCc3cccc(Cl)c3)ccc2CO)CC1,8%,0%,1%,-8%,?,74%[activator],-4
COc1ccc([C@H]2CC(=O)C=C(c3cccc(Cl)c3)C2)cc1OC,-1%,5%,.,-1%,4%,-5%,1
CC1CCCCC1NC(=O)c1ccc(NC2=NC3CS(=O)(=O)CC3S2)cc1 (stereo not given),13%,-3%,1%,9%,-1%,-9%,-18
COc1cc2c(cc1OC)C(C)N(C(=O)Nc1ccc(F)cc1)CC2 (stereo not given),-1%,4%,7%,-8%,?,-33%,-102*
Cc1ccc(NC(=O)Cn2c(=O)n(CCCCC(=O)NCc3ccccc3Cl)c(=O)c3ccccc32)cc1,.,-1%,.,8%,16%,.,0
CN(C)c1ccc(C(CNC(=O)COc2ccc(Cl)cc2)N2CCCC2)cc1 (stereo not given),-20%,-2%,3%,-17%,-17%,56%,?
COc1ccc(C2=C(C)C(N3CCC(C(=O)NCc4ccc(C)o4)CC3)=NS2(=O)=O)cc1,.,-5%,.,-16%,11%,.,5
O=C(O)CSCNC(=O)CC12CC3CC(CC(C3)C1)C2,-10%,1%,5%,1%,4%,-17%,-5
Cc1oc2ccc(O)c(CN3CCOCC3)c2c1C(=O)Nc1cccc(C(F)(F)F)c1,.,0%,.,-1%,-9%,.,7
COc1ccc(C[C@H](C)NC[C@@H](O)c2ccc(O)c(NC=O)c2)cc1,-4%,2%&3%,.,.,.,.,2
O=C(Cn1cc(SCc2ccc(Cl)cc2)c2ccccc21)N1CCCC1,.,6%,.,0%,-6%,.,42
NNC(=O)c1cc2nc(-c3cccs3)cc(C(F)(F)F)n2n1,108%[activator],7%,4%,.,4%,6%,?
COc1cccc(-c2nn(-c3ccc(F)cc3)cc2C(=O)NCC2CCCO2)c1 (stereo not given),0%,-4%,.,-3%,-4%,108%[activator],-25
O=C(NCc1ccc2c(c1)OCO2)c1cc(-c2ccccc2)on1,0%,-9%,-11%,0%,-4%,-17%,-4
CCCC(C)C(=O)Nc1ccc(S(=O)(=O)Nc2nccc(C)n2)cc1 (stereo not given),-4%,-1%,2%,10%,6%,-31%,-25
COc1ccc(NC(=O)c2ccc(N3CCOCC3)nc2)cc1,-9%,-4%,-12%,-12%,2%,55%,5

# Three compounds from above, arranged by count of non-hydrogen atoms, smallest number first:
molecule,AMA1 RON2 block,TbPYK inhibitor,LmPK inhibitor,Sm TGR inh,AmpC inh detg,AmpC inh no detg,HCMV antiviral
COc1ccc([C@H]2CC(=O)C=C(c3cccc(Cl)c3)C2)cc1OC,-1%,5%,.,-1%,4%,-5%,1
CCCC(C)C(=O)Nc1ccc(S(=O)(=O)Nc2nccc(C)n2)cc1 (stereo not given),-4%,-1%,2%,10%,6%,-31%,-25
CC1CCCCC1NC(=O)c1ccc(NC2=NC3CS(=O)(=O)CC3S2)cc1 (stereo not given),13%,-3%,1%,9%,-1%,-9%,-18

# (list continues)
molecule,AMA1 RON2 block,TbPYK inhibitor,LmPK inhibitor,Sm TGR inh,AmpC inh detg,AmpC inh no detg,HCMV antiviral
CCCc1nnc(NC(=O)CCC(=O)NC2CCCCCC2)s1,7%,3%,-7%,3%,-3%,21%,-33
CC(C)(C)NC(=O)C1CCN(C(=O)c2ccc(Br)cc2)CC1,11%,3%,-10%,5%,?,-11%,0
CC(C)COC(=O)CNc1n[nH]c(=S)[nH]c1=O,4%,-2%,-6%,-16%,-5%,-15%,-2
O=C(CN1C(=O)NC(Cc2c[nH]c3ccccc23)C1=O)NCCc1ccc(F)cc1 (stereo not given),-1%,0%,-2%,4%,0%,24%,26
COc1ccc(OC)c(C(=O)NC(CC(N)=O)c2ccc(N3CCN(c4ccccn4)CC3)c([N+](=O)[O-])c2)c1 (stereo not given),-1%,4%,-3%,-2%,-7%,83%[activator],-3
COc1ccc([N+](=O)[O-])cc1NCc1ccccc1,12%,-8%,-3%,-1%,1%,-19%,-33
Cc1nn(C(C)(C)C)c(C)c1/C=N/OC(=O)Nc1ccc(Cl)c(Cl)c1,0%,3%,-1%,-2%,-5%,-2%,-61*
COC(=O)C1=C(C(=O)OC)[C@@H]2N(C)c3ccccc3[C@@]23C[C@@H](C(=O)OC)N(C(C)=O)C3=N1,-3%,-2%,-10%[11.5 µM],11%,3%,80%[activator],-27
Cc1cc(/C=N/NC(=O)C(O)(c2ccccc2)c2ccccc2)c(C)n1-c1ccc(C(=O)O)cc1,54%[activator],0%,0%,-22%,-2%,-46%,8
CC(C)C[C@H](NC(=O)OC(C)(C)C)C(=O)NCC1CCC(C(=O)N[C@@H](Cc2ccccc2)C(=O)O)CC1 (stereo not given in full),12%,-12%,3%,10%,-2%,0%,-5
CCn1c(SCC(=O)Nc2cc(C)on2)nc2c1c(=O)n(C)c(=O)n2C,4%,0%,-2%,20%,?,-23%,-9
CN1CCN(S(=O)(=O)c2cccc(S(=O)(=O)c3cccc(S(=O)(=O)N4CCN(C)CC4)c3)c2)CC1,1%,-3%,0%,4%,-2%,81%[activator],22
Cc1cc(=O)n(Cc2cccc(F)c2)c2c1c(C)nn2-c1cccc(F)c1,.,3%,.,0%,3%,.,-8
COc1cccc(-c2nnc(SCC(=O)N3CCCC3=O)n2-c2ccccc2)c1,5%,2%,1%,0%,-4%,78%[activator],0
NC(=S)N/N=C\c1c(OCc2ccccc2Cl)ccc2ccccc12,25%,-4%,12%,7%,4%,-32%,-97*
O=C(CCS(=O)(=O)c1cccs1)N1CCN(c2ccc(F)cc2)CC1,-8%,-12%,3%,-16%,3%,-10%,77
